ASAP1 GAP inh – inhibitors of human ASAP1 ArfGAP activity; ASAP1-stimulated ARF1 GTP hydrolysis, GDP FP detection; AID 624377; inhibition, % at 16.5 µM; hit rate 0.19% among 360,000; in the data active = inhibition above about 25%;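 note: 0% = vehicle with enzyme and substrate and 100% = no enzyme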
DDE Tn6 FP inh – disrupts Tn6 cyclic peptide binding to fibrin D-Dimer-E complex | P02675 | hit rate 0.21% among 370,000 | Fibrin DD(E) TRITC-Tn6 fluorescence polarization displacement | inhibition, % at 8.3 µM;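 active = inhibition above a per-campaign cutoff: mean of compounds within control limits plus 3 SD, cut at about 15% in these data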;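 note: 0% = median of all compound wells on the plate and 100% = blocking peptide control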
Target sequence (P02675 whole entry, looked up): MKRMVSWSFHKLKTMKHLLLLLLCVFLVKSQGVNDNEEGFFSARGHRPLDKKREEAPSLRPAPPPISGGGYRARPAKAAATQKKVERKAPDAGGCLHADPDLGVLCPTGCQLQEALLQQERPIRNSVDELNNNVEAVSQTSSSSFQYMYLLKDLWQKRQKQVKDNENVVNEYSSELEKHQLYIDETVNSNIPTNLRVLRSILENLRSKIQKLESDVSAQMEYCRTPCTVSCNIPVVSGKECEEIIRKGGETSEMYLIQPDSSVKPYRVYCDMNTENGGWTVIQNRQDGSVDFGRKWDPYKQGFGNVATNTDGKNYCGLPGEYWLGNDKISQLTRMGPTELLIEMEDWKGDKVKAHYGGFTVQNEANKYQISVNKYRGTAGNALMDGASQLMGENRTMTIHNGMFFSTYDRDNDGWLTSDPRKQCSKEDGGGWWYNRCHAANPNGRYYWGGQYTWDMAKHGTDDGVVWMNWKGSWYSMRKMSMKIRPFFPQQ
rCAG binder – r(CAG) repeat RNA binding. hit rate 1.3% among 370,000. AID 651821. inhibition, % at 3 µM. TO-PRO-1 dye displacement fluorescence;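 active = inhibition above the plate cutoff, the mean of all test compounds on that plate plus 3 SD, cut at about 35% in these data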;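 note: 0% = DMSO alone and 100% = 100 µM mitoxantrone as full dye displacement; higher means more dye released from RNA so lower well fluorescence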
GC-B act – GC-B (human) receptor activation. HEK293-GC-B cells, CNP EC30, cGMP TR-FRET; 0% at EC30 CNP, 100% saturating CNP. activation, % at 10 µM. hit rate 0.11% among 370,000. AID 1920062;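 active = activation at 10 µM reaching about 35% in either raw or pattern-adjusted values, limit read from the data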
GC-A act – GC-A (human) enzyme activation; P16066; HEK293 GC-A cells, cGMP TR-FRET, EC30 ANP; 0% at EC30 ANP, 100% saturating ANP; activation, % at 10 µM; hit rate 0.14% among 370,000; AID 1671463; in the data active = activation above about 40%
ADAM10 inh – ADAM10 inhibition, QFRET primary screen. hit rate 0.62% among 370,000. recombinant ADAM10, EDANS/DABCYL FRET peptide cleavage, 3 h. inhibition, % at 7 µM. O14672;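 active = inhibition above a per-campaign cutoff equal to the mean of compounds falling between control-based bounds plus 3 SD, cut at about 20% in these data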;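 note: 0% = DMSO wells while the 100% control is not disclosed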
proKLK7 act – proKLK7 (human) activation, primary screen | purified proKLK7, EDANS-DABCYL substrate fluorescence; 100% is mature enzyme control, 0% vehicle | P49862 | AID 652039 | hit rate 0.9% among 370,000 | activation, % at 7 µM;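 active = activation above the mean of all tested compounds plus 3 SD, computed per campaign excluding outliers beyond control limits, cut at about 13% in these data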
Target sequence (P49862 whole entry, looked up): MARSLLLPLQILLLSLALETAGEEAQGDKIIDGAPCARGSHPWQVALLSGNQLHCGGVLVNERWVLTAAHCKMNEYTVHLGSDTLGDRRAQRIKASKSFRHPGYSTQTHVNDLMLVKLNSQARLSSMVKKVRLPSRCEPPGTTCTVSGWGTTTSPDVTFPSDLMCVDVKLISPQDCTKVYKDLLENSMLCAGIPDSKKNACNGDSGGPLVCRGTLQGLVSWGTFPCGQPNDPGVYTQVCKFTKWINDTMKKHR
HGIII-sPLA2 inh – Inhibits HGIII-sPLA2 liposome hydrolysis, primary screen. inhibition, % at 12.2 µM. Q9NZ20. hit rate 0.56% among 370,000. AID 743126. QFRET BODIPY PC-A2 liposome hydrolysis, fluorescence;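 active = inhibition above mean plus 3 SD of compounds lying within the high and low control bounds, cut at about 19% in these data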;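 note: 0% = median of test compound wells and 100% = no enzyme DMSO wells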
GAA850 FXN act – frataxin GAA850 promoter activation | hit rate 0.56% among 360,000 | activation, % at 6 µM | AID 540364 | HEK293 lucGAA850 FXN promoter luciferase reporter, 24 h; percent of 10 µM SAHA response;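 active = activation above the average of all compounds screened plus 3 SD, cutoff fixed separately per campaign, cut at about 7.5% in these data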;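 note: 0% = DMSO wells and 100% = 10 µM SAHA wells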
ARFGAP1 inhibitor – rat ARFGAP1 inhibition | Arfgap1-stimulated ARF1 GTP hydrolysis, GDP FP detection | AID 651572 | inhibition, % at 16.5 µM | hit rate 0.26% among 360,000 | Q62848;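 active = inhibition above a per-plate limit, mean inhibition of low control wells plus 3 SD, cut at about 25% in these data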;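 note: 0% = DMSO wells with enzyme and 100% = wells lacking Arfgap1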
Target sequence (Q62848 1-136 limits assumed): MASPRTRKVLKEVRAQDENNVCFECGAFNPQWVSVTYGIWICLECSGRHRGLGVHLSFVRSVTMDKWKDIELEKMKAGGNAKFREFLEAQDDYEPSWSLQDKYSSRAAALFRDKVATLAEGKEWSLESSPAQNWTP
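Repeats: one replicate per compound; assay system: rat Arfgap1 catalytic domain, aa 1-136; times: enzyme reaction 120 min at 25 °C after 20 min preincubation; detection: FP of antibody-bound GDP Alexa 633 tracer, ex 620/em 688 nm; benchmarks: high control wells lacking Arfgap1, low control full reaction with DMSO; reagent: human ARF1(Δ1-17)-GTP substrate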
Active calls of the source: *; · = no result given.

Molecule | ASAP1 GAP inh | DDE Tn6 FP inh | rCAG binder | GC-B act | GC-A act | ADAM10 inh | proKLK7 act | HGIII-sPLA2 inh | GAA850 FXN act | ARFGAP1 inhibitor
Cc1cccc(C)c1NC(=S)N(Cc1ccccc1)Cc1cccnc1 | -8 | 6 | -4 | 2 | -3 | 7 | -0.1 | 6 | 0.3 | 9
CCCOc1ccc(CNC(=S)N/N=C/c2ccc([N+](=O)[O-])cc2)cc1 | -6 | 6 | 16 | -4 | -3 | 5 | -1.1 | -3 | 1.5 | 2
O=C(NC(Cc1ccccc1)C(=O)O)/C(=C\c1ccc(F)cc1)NC(=O)c1ccccc1 (stereo not drawn) | -4 | 4 | 12 | 1 | -2 | 1 | 0.4 | -5 | 0.3 | -2
Cc1cc(C)c2cc(C(=O)Nc3ccccc3)[nH]c2c1 | -1 | 6 | 5 | -5 | -1 | 12 | -0.2 | -15 | 0.1 | -4
CC(=O)N(/N=C/c1ccc([N+](=O)[O-])o1)c1nc2ccccc2c(=O)n1-c1ccccc1 | -7 | 1 | -2 | 3 | 6 | -5 | 0.3 | 0 | 0.9 | -1
COc1ccc(CNC(C)C2COc3ccccc3O2)c(OC)c1 (stereo not drawn) | 14 | -1 | -4 | -9 | -6 | 3 | -0.3 | 6 | -3.5 | 7
COc1ccccc1-c1c(C)nn2c(N3CCN(Cc4ccccc4)CC3)cc(C)nc12 | -8 | -1 | 5 | 3 | -6 | -15 | -3.9 | 1 | 3.0 | 8
O=C1CCCC2=C1C(c1ccccc1)n1c(s/c(=C/c3cccc(F)c3)c1=O)=N2 (stereo not drawn) | -7 | -5 | 7 | -8 | -3 | -14 | -0.3 | 2 | 0.7 | 0
Cc1nnc(-c2ccccc2)nc1N1CCOCC1 | -5 | 2 | 5 | -2 | -3 | -13 | -0.1 | 12 | -0.9 | 12
CC(C(=O)O)N1C(=O)c2cccc3cccc1c23 (stereo not drawn) | -3 | 4 | 3 | -1 | 2 | -29 | 1.5 | 12 | 0.6 | 2
O=C(NCc1ccc(F)cc1)c1cccc(S(=O)(=O)N2CCOCC2)c1 | 15 | 0 | 3 | 4 | 1 | -21 | 0.2 | 11 | -0.6 | 2
NC(=O)C1=C[C@H](c2csc3ccccc23)C[C@H](OCc2ccc(CO)cc2)O1 | 11 | 6 | -1 | -7 | -1 | -7 | 0.3 | -13 | -0.1 | 4
CN(Cc1cnn(-c2ccccc2)c1)C(=O)c1cccc(S(=O)(=O)Nc2ccccc2F)c1 | -12 | 3 | 23 | 2 | 5 | -13 | -0.1 | -4 | -0.3 | 1
Cc1ccccc1C(=O)NNc1ccc(-c2csnn2)cc1 | -1 | 7 | -1 | 0 | -3 | -8 | -0.6 | 13 | -0.9 | 6
O=C(Nc1ccc(Br)cc1)c1cc(-c2cccs2)on1 | -7 | 0 | 1 | -1 | 8 | 1 | 0.1 | 5 | 2.1 | -3
OCC1(Cc2ccccc2)CCN(Cc2cnc(-c3ccc(Cl)cc3)nc2)CC1 | -9 | 7 | -3 | -10 | -8 | 12 | 0.9 | -22 | 4.7 | -8
COc1ccc2c(c1OC)C(=O)N1C2SC[C@H]1C(=O)NC1CCCCC1 (stereo partly drawn) | 6 | 3 | 14 | 5 | -1 | -128 | -1.8 | 1 | -1.7 | 1
CC(=O)S[C@@H]1CC2=CC(=O)CC[C@]2(C)[C@H]2CC[C@@]3(C)[C@@H](CC[C@@]34CCC(=O)O4)[C@H]12 | 2 | -5 | 1 | -7 | -7 | -1 | 0.4 | 10 | -2.8 | 5
CCC(C(=O)Nc1ccccc1F)n1nc(C)c2c(C)n(-c3ccccc3)nc2c1=O (stereo not drawn) | 8 | 4 | -7 | -2 | -3 | -2 | -0.5 | 4 | -0.5 | 6
COc1cc(C(=O)N(CCN(C)C)CC2CCCN(Cc3ccccc3F)C2)ccc1C (stereo not drawn) | 5 | 4 | -8 | -10 | -31 | 0 | -0.1 | -10 | -1.4 | 2
O=C1CCC(C(=O)N(Cc2cccs2)C2(C(=O)NC3CCCCC3)CCCCC2)N1 (stereo not drawn) | -8 | -2 | -5 | -4 | -2 | 4 | 0.3 | 2 | -0.5 | -1
c1ccc2c3c(c(CN4CCCC4)cc2c1)COC3 | -9 | 2 | 0 | -3 | -2 | -1 | -2.1 | 1 | 0.6 | -4
Cc1ccc2c(c1)C(c1ccc(F)cc1)N(C(=O)c1ccc(S(=O)(=O)N(C)C)cc1)CC(=O)N2 (stereo not drawn) | 8 | 1 | 6 | -10 | -17 | 17 | 0.3 | -4 | 1.7 | -4
O=C(Cc1cccs1)Nc1ccccc1C(=O)O | -3 | -5 | 1 | -1 | -1 | 0 | -0.4 | -2 | 0.8 | -9
O=C(Cc1ccccc1)Nc1nc(-c2cccs2)cs1 | 3 | 1 | 3 | 2 | 12 | 11 | 0.1 | -9 | 4.5 | 20
O=C(CCc1ccccc1-c1ccccc1CCNC(=O)c1ccccc1)NCc1ccccc1 | · | 1 | 1 | 1 | -7 | 2 | -0.5 | 3 | · | ·
CCC1CCCCN1C(=O)CSc1nc2c(c(=O)n(C)c(=O)n2C)n1C (stereo not drawn) | -3 | -5 | -8 | 1 | -4 | -8 | 0.1 | -4 | 0.9 | -3
Cc1cc(C(=O)OCC(=O)N2CCOCC2)c2ccccc2n1 | -4 | -4 | -1 | 0 | 0 | -16 | -0.5 | 2 | -0.3 | -1
O=C(NC1CCCC1)C(Cc1ccccc1)n1cccc1 (stereo not drawn) | 2 | 0 | -1 | 2 | 0 | -10 | -0.3 | -11 | 0.4 | 7
Cc1ccc(C)c(S(=O)(=O)NCC(=O)Nc2sc3c(c2C(N)=O)CCC(C)C3)c1 (stereo not drawn) | 10 | 0 | 2 | -6 | -2 | -1 | -0.5 | 4 | -0.1 | 7
O=C(CCCc1ccccc1)Nc1cccc([N+](=O)[O-])c1 | 12 | -12 | -1 | -5 | 6 | 19 | -0.4 | -7 | 5.6 | -1
O=C(COC(=O)/C=C/c1cccc(C(F)(F)F)c1)NCc1ccccc1 | 7 | 0 | 4 | -5 | -6 | -10 | -0.3 | 12 | -1.1 | -2
O=C(CCN1CCCCC1)c1ccc2c(c1)OCCO2 | -3 | 7 | -5 | -3 | -1 | -9 | -0.2 | 9 | -5.0 | 11
O=C(Nc1ccc2oc(-c3ccncc3)nc2c1)c1cccs1 | -7 | -2 | 0 | 5 | 2 | -250 | 3.5 | -8 | 0.3 | 5
CSc1ccc(CN2CCC(Cc3ccccc3)CC2)cc1 | -12 | -2 | 8 | 3 | -3 | 2 | -0.1 | -3 | -1.0 | -4
c1ccc(CSc2nnc(-c3ccccn3)n2-c2ccccc2)cc1 | 0 | 3 | -5 | -10 | -7 | 4 | -0.9 | -8 | 2.8 | 3
COc1ccccc1NC(=O)CNc1ccc(F)c(Cl)c1 | -13 | 1 | 3 | 1 | -5 | 1 | -0.3 | 4 | -0.8 | 7
Cc1ccnc(NC(=O)/C=C/c2cccs2)c1 | 8 | 4 | -1 | -1 | 0 | -112 | 1.4 | -2 | -2.7 | 4
C=C1CC2C=C(NC(C)=O)CC(C1)C2 (stereo not drawn) | 20 | -9 | 1 | 2 | 3 | -8 | -0.4 | 14 | -2.0 | 7
COc1ccc(Cl)cc1C(=O)NC(C)C | -7 | -6 | -4 | 0 | 1 | -5 | -0.4 | 4 | 1.8 | 2
CCO[C@H]1OC(C(=O)NC2CC2)=C[C@@H](c2csc3ccccc23)[C@@H]1CCCO | 6 | -4 | 1 | -2 | -13 | -12 | -0.5 | 0 | -2.2 | 3
COc1ccc(N/C(N)=N/c2nc(C)cc(C)n2)cc1 | 12 | 3 | 0 | 1 | 1 | -13 | 0.5 | -6 | -0.2 | -11
O=C(CNC(=O)c1ccco1)NCC(=O)OC(C(=O)c1ccccc1)c1ccc(Cl)cc1 (stereo not drawn) | 3 | 2 | 4 | -6 | -15 | -9 | 0.8 | -4 | 0.7 | 2
O=C(NCc1nnc2c3ccccc3c(-c3ccccc3)nn12)c1ccc(Cl)cc1 | -1 | -2 | 0 | -2 | -5 | -5 | -0.2 | 4 | 0.4 | 10
C=CCn1c(COc2ccccc2F)nnc1SCC(=O)c1c[nH]c2ccccc12 | 12 | -6 | 9 | -8 | -8 | 17 | 0.3 | -54 | -5.9 | 2
CC(CNC(=O)CN1C(=O)NC2(CCCCC2C)C1=O)c1ccccc1 (stereo not drawn) | 7 | -5 | -5 | 1 | 1 | -18 | 0.8 | 9 | 0.5 | 6
CCN1CCN(C(=O)C(C)Nc2cc(Cl)c(OC)cc2OC)CC1 (stereo not drawn) | 12 | -5 | -5 | -4 | -3 | -8 | -0.1 | 2 | 0.8 | -5
COC(=O)[C@]12C[C@H](CC(=O)NCc3ccc(OC)c(OC)c3)C(=O)N(Cc3ccc4c(c3)OCO4)C1=C[C@H](COCc1ccccc1)O[C@@H]2C | -1 | 3 | 4 | 1 | 0 | 4 | 1.0 | -11 | · | 5
Cc1cn([C@H]2C[C@H](O)[C@@H](CCC(=O)NCc3ccco3)O2)c(=O)[nH]c1=O | 2 | -2 | 1 | 3 | 0 | -5 | -0.1 | 4 | -1.6 | -7
COc1cc(CCC(=O)OCC(=O)Nc2ccccc2OC(F)F)cc(OC)c1OC | 8 | -1 | -6 | 9 | 4 | -1 | 0.7 | -8 | 2.2 | -4

(next part)
Molecule | ASAP1 GAP inh | DDE Tn6 FP inh | rCAG binder | GC-B act | GC-A act | ADAM10 inh | proKLK7 act | HGIII-sPLA2 inh | GAA850 FXN act | ARFGAP1 inhibitor
O=C(Nc1ccc(F)cc1F)c1c(C(F)(F)F)ccnc1Oc1ccccc1 | -19 | -1 | -1 | -4 | -2 | 10 | 0.3 | 9 | 0.9 | -3
Cn1c2c(c3ccccc31)CCN(CCCCN1CCN(c3ccccc3)CC1)C2=O | 6 | -1 | 1 | -3 | -8 | -70 | 0.9 | -21 | 1.4 | 12
CCN(CC(=O)Nc1ccccc1C(F)(F)F)C(=O)c1cccc(N2C(=O)CCC2=O)c1 | 5 | 2 | 0 | 3 | -1 | -1 | -0.4 | 5 | 1.7 | 5
CCOc1cc(/C=C2\SC(=N)N(c3nonc3N)C2=O)ccc1OCC(N)=O | -8 | 6 | 5 | 5 | -1 | 0 | 0.4 | -2 | -0.5 | 6
Cc1cc([N+](=O)[O-])c(NCCCCCCO)c([N+](=O)[O-])c1 | 7 | -3 | 0 | 1 | -2 | 3 | -0.1 | 0 | 4.1 | 12
O=C(Cc1ccc(Cl)cc1)Nc1ccc(NC(=O)c2cccs2)cc1 | -2 | -2 | 4 | 1 | -3 | -12 | 2.5 | 2 | 2.1 | 5
O=C(CNC(=O)c1ccco1)Nc1ccc(Br)cc1 | -6 | 4 | 2 | -3 | 3 | -8 | 0.0 | -2 | 3.1 | 5
